miR122 inh = miR-122 inhibition in Huh7 cells | Huh7 miR-122 Renilla luciferase sensor, 48 h; neutral wells = 0, positive control = 100 | 340,000 tested, 0.3% active | activation (reporter increase), % at 12.5 µM;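 active = mean replicate activation score at least 90 and every replicate individually at or above 90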;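 also: higher luciferase means less miR-122 activity so hits act as miR-122 inhibitors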
* = called active by the depositor. Not all compounds are listed; rates above refer to the full screens.

SMILES	miR122 inh
O=C(CSc1nc2ccsc2c(=O)n1Cc1ccc(C(=O)O)cc1)NCc1ccco1	-3
CNCc1cc2ccc(C)cc2[nH]c1=O	4
O=C(NN=C1CCCCCCC1)c1ccccn1	-3
Cc1cccc(NC(=O)CSc2ccc(-c3ccc4c(c3)OCO4)nn2)c1C	-9
CCOC(=O)N1CCN(c2ccccc2O)CC1	-3
COc1ccc(NC(=O)Cc2coc3cc(C)ccc23)cc1S(=O)(=O)N1CCOCC1	8
C=CCNC(=O)CCCCC(=O)NCC=C	-6
COc1ccc(C2C(C(=O)Nc3cccc(C)n3)c3ccccc3C(=O)N2C)cc1 (configuration not stated)	5
COc1ccc(C)cc1S(=O)(=O)N(C)CC(=O)NCc1ccco1	-7
O=C(Nc1nc2ccc(S(=O)(=O)N3CCCCC3)cc2s1)C1CCCO1 (configuration not stated)	70
CCOc1ccc(-c2n[nH]c(=S)n2/N=C/c2cc3c(cc2[N+](=O)[O-])OCO3)cc1	-1
O=C(c1ccc2c(c1)OCO2)N1CCN(C(=O)c2ccco2)CC1	-18
COC(=O)c1sccc1NC(=O)CSc1cccc(Cl)c1Cl	-3
Cc1ccc(C(=O)/C=C/Nc2ccccn2)cc1	6
COc1ccc(N(CC(=O)Nc2cccc(C(=O)O)c2)S(=O)(=O)c2c(C)noc2C)cc1	0
O=C(OCCCN=C1NS(=O)(=O)c2ccccc21)C1CC(=O)N(c2ccc(Cl)cc2)C1 (configuration not stated)	-2
CCOC(=O)c1nnn(-c2ccccc2C#N)c1C	-8
CCCCn1nnc(NC(=O)Cc2ccc(Cl)cc2)n1	-2
CCN(CC)S(=O)(=O)c1ccc(Cc2ncc(C(F)(F)F)cc2Cl)s1	-6
Cc1ccc(C2/C(=C(/O)c3ccc(Cl)cc3)C(=O)C(=O)N2CC2CCCO2)o1 (configuration not stated)	5
CCCCN(Cc1ccccc1)c1ncnc2nc[nH]c12	-3
CCOc1ccc(C(=O)Nc2nnn(CC)n2)cc1	6
COc1ccc(CN(C(=O)c2cccs2)c2nccs2)cc1OC	-3
Cc1ccc(S(=O)(=O)/N=C(/NC(=S)Nc2cccc(C)c2)c2ccccc2)cc1	12
CCN(CC)CCNC(=O)c1ccccc1N	0

Exported field by field: entries from further up.
O=C(NN=C1CCCCCCC1)c1ccccn1
  miR122 inh: -3

Cc1cccc(NC(=O)CSc2ccc(-c3ccc4c(c3)OCO4)nn2)c1C
  miR122 inh: -9

CCOC(=O)N1CCN(c2ccccc2O)CC1
  miR122 inh: -3

COc1ccc(NC(=O)Cc2coc3cc(C)ccc23)cc1S(=O)(=O)N1CCOCC1
  miR122 inh: 8

Additional compounds.
SMILES	miR122 inh
COc1ccccc1NC(=O)N1CCCC1C(=O)NC1CCCCC1 (configuration not stated)	-18
O=C(C1CCCN1C(=O)c1cccs1)N1CCN(Cc2ccc3c(c2)OCO3)CC1 (configuration not stated)	-4
CSc1ccccc1NC(=O)c1ccc(Br)o1	0
Cc1ccc2c(CC(=O)NCc3ccco3)coc2c1C	3
Cc1ccc2c(c1)-c1c(cnn1CC(=O)O)CO2	0
O=C(Nc1nnc(C(F)(F)F)s1)c1ccc(N2C(=O)C3C4C=CC(C4)C3C2=O)cc1 (configuration not stated)	-1
Cc1ccnc(N2CCC(C(=O)Nc3ccc(Oc4ccccc4)cc3)CC2)n1	1
COc1cc2c(cc1OC)C(c1ccncc1)CC(=O)N2 (configuration not stated)	0
O=C1CN(C(=O)COC(=O)C23CC4CC(CC(O)(C4)C2)C3)c2ccccc2N1	-5
COCCOC(=O)C(C#N)c1nc2ccccc2nc1N1CCN(Cc2ccccc2)CC1 (configuration not stated)	2
O=S(=O)(N/N=C/c1c(F)cccc1Cl)c1ccccc1	1
Cc1ccc(/C=N/Nc2nc3ccccc3[nH]2)s1	2
CCOC(=O)CSc1nnc(CNC(=O)c2cccc(C)c2)n1-c1ccccc1OC	-7
COC(=O)c1sc2ncccc2c1OCc1c(Cl)cccc1Cl	-4
Cc1cc(C)c(C)c(S(=O)(=O)N2CCN(C(=O)c3cc(=O)[nH]c4ccccc34)CC2)c1C	-7
Cc1ccc(S(=O)(=O)N2CCN(CC(=O)NC3CCCc4ccccc43)CC2)c(C)c1 (configuration not stated)	0
O=C1C2C3c4ccccc4C(c4ccccc43)C2C(=O)N1/N=C/c1cccc(O)c1 (configuration not stated)	-6
CN1CCN(CC(=O)N2c3ccccc3C(C)(c3ccc(Cl)cc3)CC2(C)C)CC1 (configuration not stated)	-2
Cc1cc2c(cc1C)N(C(=O)CN1C(=O)c3ccccc3C1=O)C(C)(C)c1ssc(=S)c1-2	-3
COc1ccccc1NC(=O)N1CCCC1C(=O)NCc1ccccc1 (configuration not stated)	6
CC(C)[C@H](NC(=O)NCCc1ccc(F)cc1)C(=O)O	4
CCOC(=O)N1CCC2(O)CCCCC2C1c1ccc(F)cc1 (configuration not stated)	5
CCCC(CCC)C(=O)Nc1c[nH]c(=O)[nH]c1=O	3
O=C(/C=C/c1cccs1)c1cc(Cl)ccc1OC(=O)N1CCOCC1	10
CCCCCCc1nc2ccccc2c(=O)n1N	-7

Later entries.
SMILES	miR122 inh
O=C(CSc1nc2cc(Cl)ccc2o1)NCCc1ccccc1	-3
CC1CC(C)CN(c2nc3c(c(=O)[nH]c(=O)n3C)n2CCCSc2nc3ccccc3s2)C1 (configuration not stated)	-4
CN1CCc2nc(NC(=O)c3cccc(S(=O)(=O)N4CCc5ccccc54)c3)sc2C1	6
CC(C)C(=O)Nc1nnc(CCN2CCOCC2)s1	-10
Cc1cc(NC(=O)c2ccc3c(c2)C(=O)N(C)C3=O)no1	-14
CC(NC(=O)Nc1cccnc1)(C(F)(F)F)C(F)(F)F	-4
Cc1cc(C(=O)CN2C(=O)C3CC=CCC3C2=O)c(C)n1-c1ccccc1 (configuration not stated)	22
CC(C)c1nnc(NC(=O)c2cnccn2)s1	-2
COc1ccc(-c2c(C)n([O-])c(C)c(C)[n+]2=O)cc1OC	-3
COc1ccc(NC(=O)CCCN2C(=O)/C(=C\c3ccco3)SC2=S)cc1	7
CCOC(=O)c1cccc(NC(=O)C(NS(=O)(=O)c2ccc3c(c2)CCN3C(C)=O)C(C)C)c1 (configuration not stated)	-7
COCc1nnc(NC(=O)CCCOc2ccccc2)s1	-11
Cc1cc(C)nc(SCC(=O)Nc2sc3c(c2C#N)CCC(C)C3)n1 (configuration not stated)	7
CN1CCC(OC(=O)c2ccc(Br)cc2)CC1	17
O=C(Cn1ccc2ccccc2c1=O)NCCC(=O)N1CCN(c2cccc(Cl)c2)CC1	-6
C=CCn1c(CSc2nc3ccccc3s2)nnc1SCC(=O)NCc1ccccc1	-6
O=S(=O)(c1cccs1)N1CCN(Cc2ccccc2)CC1	0
CC1=C(C(=O)OC(C)C)C(/C=C/c2ccccc2)NC(=O)N1 (configuration not stated)	-1
COc1ccccc1-c1nnc2n1N=C(C)CS2	0
COc1cc(OC)c(OC)cc1/C=N/NC(=S)NCC1CCCO1 (configuration not stated)	-7
O=C(CN1C(=O)S/C(=C\C=C\c2ccccc2)C1=O)N1CCCCC1	0
CC(C)NC(=O)Cn1cnc2c1c(=O)n(C)c(=O)n2C	-7
O=C(OCN1C(=O)c2ccccc2C1=O)/C(=C\c1ccco1)NC(=O)c1ccccc1	0
CCCNC(=O)CN(CCc1ccccc1)S(C)(=O)=O	1
CCN(CC)S(=O)(=O)c1cccc(-c2nnc(SC(C)C(N)=O)n2CCc2ccccc2)c1 (configuration not stated)	-6

Following part:
SMILES	miR122 inh
CC(C)Cc1nnc(NC(=O)CCC(=O)N2CCOCC2)s1	-4
CC1=NN(C(=O)c2ccc(Br)cc2)C(O)(C(F)(F)OC(F)(F)F)C1 (configuration not stated)	-6
CCC(C)C(NC(=O)C1CCC(C)CC1)C(=O)NC(CCSC)C(=O)OC (configuration not stated)	-3
Cc1ccc(NC(=O)CSc2nnc(-c3ccccc3Br)o2)cc1C	-3
O=C1C2=C(NC(=S)NC2c2ccc(Cl)cc2)NC(c2ccc(Cl)cc2)N1c1ccc(Cl)cc1 (configuration not stated)	3
COc1ccc(NC(=O)C(=O)NNC(=O)c2cccs2)cc1	-16
O=C1Nc2ccc(S(=O)(=O)NCCC3=CCCCC3)c3cccc1c23	117*
CCn1c(SCC(=O)Nc2ccc(S(N)(=O)=O)cc2)nnc1-c1cccc(OC)c1	4
CCCCCCn1c(SCC(=O)Nc2cc(C)on2)nc2ccccc2c1=O	-11
CC1=NN(/C(=N\c2nnc(C)s2)Nc2ccc(C(C)(C)C)cc2)[C@H](c2ccc(C)cc2)S1	20
O=C1CC(SCc2nc3ccccc3[nH]2)C(=O)N1c1ccc(Cl)cc1 (configuration not stated)	-1
S=c1[nH]nc(CSc2nc3ccccc3s2)n1C1CCCCC1	7
O=C(COC(=O)c1ccc(S(=O)(=O)N2CCc3ccccc3C2)cc1)NC(=O)NCc1ccco1	-4
O=C(Cn1cnc2c(nnn2Cc2ccc(Cl)cc2)c1=O)NCC1CCCO1 (configuration not stated)	-3
c1cc2c(cc1C1CCCCC1)c1c3n2CCN=C3CCC1	-7
CCCCC(NS(=O)(=O)c1ccc(OC)cc1)C(=O)O (configuration not stated)	-5
CCOC(=O)CN1CC23C=CC(O2)C(C(=O)NC2CCCCC2)C3C1=O (configuration not stated)	-3
Fc1ccccc1CSc1nc2ccccc2[nH]1	1
CC(=O)c1cc(-c2ccccc2)n(CC(=O)Nc2cc(C)cc(C)c2)c1C	-3
Cc1nc(SCc2nc3ccccc3[nH]2)c2oc3ccccc3c2n1	0
CC1CCCCN1S(=O)(=O)c1ccc(NC(=O)c2ccco2)cc1 (configuration not stated)	2
CCc1nc(SCC(=O)NNC(=O)C2CCCCC2)c2ccccc2n1	10
Cc1ccc(CNC(=O)C2(S(=O)(=O)c3ccccc3)CC=CC2)cc1	-5
O=C(NN1C(=O)C2C(C1=O)C1C=CC2C12CC2)c1ccncc1 (configuration not stated)	-2
CCOC(=O)c1nnn(-c2nonc2N)c1CNc1ccc(C)c(Br)c1	4

Taken from the results shown, 3 compounds:
SMILES	miR122 inh
CC1CCCCN1S(=O)(=O)c1ccc(NC(=O)c2ccco2)cc1 (configuration not stated)	2
CCc1nc(SCC(=O)NNC(=O)C2CCCCC2)c2ccccc2n1	10
Cc1ccc(CNC(=O)C2(S(=O)(=O)c3ccccc3)CC=CC2)cc1	-5

Random excerpt: five entries already listed.
SMILES	miR122 inh
CCOC(=O)c1cccc(NC(=O)C(NS(=O)(=O)c2ccc3c(c2)CCN3C(C)=O)C(C)C)c1 (configuration not stated)	-7
COc1ccc(C2C(C(=O)Nc3cccc(C)n3)c3ccccc3C(=O)N2C)cc1 (configuration not stated)	5
O=C(Cn1ccc2ccccc2c1=O)NCCC(=O)N1CCN(c2cccc(Cl)c2)CC1	-6
CCc1nc(SCC(=O)NNC(=O)C2CCCCC2)c2ccccc2n1	10
COc1ccc(C)cc1S(=O)(=O)N(C)CC(=O)NCc1ccco1	-7

The list goes on.
SMILES	miR122 inh
CC(NC(=O)OC(C)(C)C)C(=O)Oc1ccc2ccc(=O)oc2c1 (configuration not stated)	-3
O=C(NCc1ccccc1)N1CCN(c2ccc(Cl)c(Cl)c2)CC1	-8
S=C(NCCSCc1ccc(Cl)cc1Cl)Nc1ccccc1	27
CCOC(=O)c1c(N)sc2c1CCSC2	-3
O=C(c1ccc(Cl)cc1)N1CCN(c2ccc([N+](=O)[O-])c(NCc3cccnc3)c2)CC1	-12
COc1cccc(NC(=O)C(NCCC(C)C)c2ccccc2)c1 (configuration not stated)	4
COc1cc(C(c2c(C)[nH][nH]c2=O)c2c(C)[nH][nH]c2=O)ccc1OCc1ccc([N+](=O)[O-])cc1	-3
O=C(CSc1nnnn1C1CCCCC1)Nc1nc2c(s1)CCCC2	0
COc1ccc(C(=O)CSc2nnc(-c3cc4ccccc4cc3O)n2Cc2ccco2)cc1	8
CCn1c(SCC(=O)c2[nH]c(C)c(C(C)=O)c2C)nnc1-c1ccccc1	-11
CCOC(=O)c1cc(-c2ccc(C)o2)nn1CCC#N	-4
Cc1ccccc1-c1nc(Cc2ccc(Cl)cc2)no1	-7
CCn1c(=N)n(CC(O)c2ccco2)c2ccccc21 (configuration not stated)	5
CC(C)CC(=O)N/C(N)=N/c1nc2ccccc2s1	0
CC(=O)C1=C(C)NC(C)=C(C(C)=O)C1c1ccc(-c2ccccc2Cl)o1	-3
CCOC(=O)N1CCN(C(=O)c2cccn3c(=O)c4sccc4nc23)CC1	-10
Cc1cc(OCCN2CCCC2)ccc1[N+](=O)[O-]	4
CC(C)NC(=O)C1CC=CCC1C(=O)O (configuration not stated)	0
COC(=O)CCSc1cc([N+](=O)[O-])cc2c1c(C1OCCS1)nn2-c1ccccc1 (configuration not stated)	0
COC(=O)c1ccc(OCC(O)CN(CC(C)C)CC(C)C)cc1 (configuration not stated)	-1
CCC(=O)Nc1nc2ccccc2n1CCN(CC)CC	-3
CS(=O)(=O)N1CCN(c2ccc(C(=O)NC34CC5CC(CC(C5)C3)C4)cc2[N+](=O)[O-])CC1	-1
CCOc1ccccc1C1C(C(=O)OC)=CN(C)C=C1C(=O)OC	5
CCOC(=O)C1CCN(CC(O)COc2ccc(C(=O)CC)cc2)CC1 (configuration not stated)	6
CCN(CC)C(=O)CSc1nnc([C@H](CCSC)NC(=O)OC(C)(C)C)o1	-9
COc1ccc(-c2[nH]ncc2/C=C(/C#N)C(=O)NC2CCCCC2)cc1	-7

Screens: PubChem BioAssay, Broad Institute
